Bioassay records: PubChem BioAssay, several laboratories
MEP2-GFP yeast: modulators of TOR pathway MEP2-GFP in S. cerevisiae | S. cerevisiae MEP2-GFP strain, flow cytometry GFP, 3 h; 100% = DMSO control level | GFP response vs DMSO, % at 10 µM | hit rate 0.51% among 330,000 | AID 2016;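 active = GFP response versus DMSO above a set limit, roughly screen mean plus 3 SD, cut at about 180% in these data; inconclusive = fewer than 70 cells counted for a yeast strain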;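 also: median GFP fluorescence of the barcode-gated MEP2-GFP cells per well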
RPL19A-GFP yeast: modulators of TOR pathway RPL19A-GFP in S. cerevisiae; S. cerevisiae RPL19A-GFP strain, flow cytometry, 3 h; hits give low values; hit rate 0.3% among 330,000; percent response vs DMSO, % at 10 µM; AID 2025;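 active = percent response vs DMSO below 50%; inconclusive = fewer than 70 events counted for the yeast strain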;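 also: median channel GFP fluorescence of the barcoded RPL19A-GFP strain; ratio of sample median GFP to plate DMSO average so 100% = DMSO; lower means less RPL19A-GFP as with rapamycin TOR inhibition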
CIT2-GFP yeast: alters CIT2-GFP fluorescence in TOR pathway yeast screen; hit rate 0.065% among 320,000; GFP response vs DMSO, % at 10 µM; AID 2029; S. cerevisiae CIT2-GFP strain, flow cytometry, 3 h; 100 means same as DMSO wells;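 active = GFP response relative to DMSO above a set limit, near the screen mean plus 3 SD, cut at about 150% in these data; inconclusive = Fewer than 70 cells measured for a yeast strain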;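 also: ratio of well median GFP fluorescence to mean of DMSO wells on the plate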
LAP4-GFP MLPCN: modulators of TOR pathway LAP4-GFP in S. cerevisiae. S. cerevisiae LAP4-GFP multiplex, flow cytometry GFP, 3 h; median GFP as percent of DMSO wells. GFP response vs DMSO, % at 10 µM. hit rate 0.34% among 320,000. AID 2023;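 active = GFP response vs DMSO above a set limit, about the screen mean plus 3 SD, cut at about 150% in these data; inconclusive = under 70 cell events counted for the yeast strain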
AHR act: activates the human aryl hydrocarbon receptor | P35869 | AHR-responsive luciferase reporter cells, luminescence | activation, % at 5 µM | hit rate 2.5% among 320,000 | AID 2796; in the data active = activation above about 47%;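 also: 0% = vehicle wells and 100% = reference agonist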
proCasp3 act: activates human procaspase-3. P42574. recombinant procaspase-3 D3A, Ac-DEVD-pNA absorbance 405 nm. activation, % at 8.5 µM. hit rate 0.11% among 330,000. AID 463141;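 active = activation above the mean of all tested compounds plus 3 SD, cut at about 21% in these data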;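 also: 0% = DMSO alone and 100% = DMSO wells spiked with extra 5 µM PC-3 D3A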
Target sequence (P42574 whole entry D9A/D28A/D175A): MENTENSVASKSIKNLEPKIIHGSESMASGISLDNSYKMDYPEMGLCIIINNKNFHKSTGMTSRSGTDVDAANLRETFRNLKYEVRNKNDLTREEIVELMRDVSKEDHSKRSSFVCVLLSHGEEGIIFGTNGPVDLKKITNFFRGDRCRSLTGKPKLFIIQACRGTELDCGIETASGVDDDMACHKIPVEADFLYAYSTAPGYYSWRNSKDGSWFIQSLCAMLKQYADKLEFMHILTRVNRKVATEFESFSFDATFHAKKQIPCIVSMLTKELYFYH
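Compound: 8.5 µM single point, 0.8% DMSO / Material: Autoprocessing-dead procaspase-3 D3A mutant enzyme / Timing: 1 h preincubation plus 2 h reaction at 25 °C / Medium: Zinc-free HEPES/NaCl buffer with 0.01% Triton X-100 at pH 7.4 / Technique: 405 nm absorbance of p-nitroaniline, reads at 0 and 120 min / Repeats: one well per compound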
procasp7 counter: counter-screen: procaspase-7 (human) activation; P55210; hit rate 0.093% among 330,000; recombinant procaspase-7, Ac-DEVD-pNA absorbance 405 nm; D23A/D198A/D206A triple mutant, cannot self-cleave; scale: DMSO 0, 5 µM enzyme 100; activation, % at 8.5 µM; AID 463210;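 active = percent activation above the screen-wide mean plus 3 SD, cut at about 25% in these data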
Target sequence (P55210 whole entry D23A/D198A/D206A): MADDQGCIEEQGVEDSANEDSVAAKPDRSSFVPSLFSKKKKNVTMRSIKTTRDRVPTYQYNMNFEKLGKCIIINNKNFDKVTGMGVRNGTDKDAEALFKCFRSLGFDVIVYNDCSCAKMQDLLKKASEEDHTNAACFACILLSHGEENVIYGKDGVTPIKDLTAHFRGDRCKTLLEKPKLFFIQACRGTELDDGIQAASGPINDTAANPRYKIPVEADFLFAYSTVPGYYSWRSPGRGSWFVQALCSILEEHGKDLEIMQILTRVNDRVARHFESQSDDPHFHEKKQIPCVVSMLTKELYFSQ
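Assay system: Uncleavable procaspase-7 mutant enzyme; Input: 2 µM procaspase-7 mutant as dispensed; Also added: DEVD-pNA substrate; Medium: Zinc-free HEPES pH 7.4 with 300 mM NaCl, 0.01% Triton X-100; Timing: 1 h compound preincubation, 2 h substrate cleavage, 25 °C; Measured by: Epi-absorbance of released pNA at 405 nm, two timepoints.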
AGP1 TOR yeast: alters AGP1-GFP fluorescence in TOR pathway yeast screen | S. cerevisiae AGP1-GFP multiplex flow cytometry, 3 h; GFP as percent of DMSO wells | GFP response vs DMSO, % at 10 µM | hit rate 0.02% among 320,000;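 active = GFP response relative to DMSO above a set limit, near screen average plus 3 SD, cut at about 150% in these data; inconclusive = fewer than 70 cells counted for the yeast strain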;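 also: median GFP channel fluorescence of the gated AGP1 strain per well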
* hit, by the source's call; ? = inconclusive; / = not tested or not shown.

SMILES	MEP2-GFP yeast	RPL19A-GFP yeast	CIT2-GFP yeast	LAP4-GFP MLPCN	AHR act	proCasp3 act	procasp7 counter	AGP1 TOR yeast
Cc1cccc(Cl)c1NC(=O)N1CCCN(c2ncccc2[N+](=O)[O-])CC1	103	102	91	107	-4	-3	0	106
CC(=O)c1ccc(OCCCC(=O)OCC(=O)Nc2c(C)nn(-c3ccccc3)c2C)cc1	?	?	?	?	3	-4	3	?
COc1ccc(NC(=S)N2C3CCC2CC(NC(=O)NC24CC5CC(CC(C5)C2)C4)C3)c(OC)c1 (configuration not stated)	94	91	85	87	0	2	8	88
COc1ccc(C(=O)NNS(=O)(=O)c2ccc(C)cc2)cc1	101	101	102	99	4	-10	-6	102
CC12CCC(C(=O)Nc3ccccc3Cl)([C@H](Br)C1=O)C2(C)C (some centres not stated)	103	101	98	113	1	8	-2	105
O=C(NCc1ccccc1)c1onc(CSc2nc3ccccc3[nH]2)c1C(=O)NCc1ccccc1	90	100	75	107	4	6	-7	89
Cn1cc(CN2CCCC(CO)(Cc3ccccc3)C2)c2ccccc21 (configuration not stated)	103	100	107	102	7	0	-3	105
O=c1c(CN2CCN(c3cccc(Cl)c3)CC2)coc2c(Cl)cc(Cl)cc12	100	97	103	101	1	8	1	94
O=C(CN1C(=O)CCSc2ccccc21)NC1CCCCC1	111	109	103	104	-1	7	-2	110
Cc1cc(Nc2nc3ccccc3nc2Cl)n(-c2ccccc2)n1	109	104	103	118	5	6	-4	108
C#CCSc1nnc(-c2sc3ccccc3c2Cl)o1	98	93	101	102	89*	2	5	97
Cc1cc(S(=O)(=O)N2CCCCC2)ccc1OCC(=O)N1CCOCC1	101	107	103	79	3	4	0	95
CCC(=O)Nc1ccc2ccccc2c1	104	98	93	86	3	-2	11	88
Cc1ccc(-c2ccccc2)n1-c1cccc(C(=O)O)c1	103	103	96	107	4	-3	-9	101
CN(C)c1ccc(CNn2cnnc2SCC(=O)NC(C)(C)C)cc1	98	97	103	102	3	4	-4	105
COc1ccc2sc(-c3ccc(N(C)C)cc3)c(-c3ccc4cc[nH]c4c3)c2c1	105	99	100	111	22	18	20	106
NC(N)=NS(=O)(=O)c1ccc(N)cc1	94	105	106	104	-3	3	0	95
O=C(COc1ccccc1[N+](=O)[O-])NC1CC1	93	93	95	83	8	5	4	91
Cc1ccc(Nc2[nH]c(=O)c3ccccc3c2C(=O)c2ccccc2)cc1	92	94	91	125	5	4	-3	88
O=C(COC(=O)CNC(=O)c1ccc(Cl)cc1)Nc1cccc(S(=O)(=O)N2CCCC2)c1	102	100	101	103	-1	-1	4	97
Nc1nc2ncc(CNc3ccc(C(=O)N[C@@H](CCC(=O)O)C(=O)O)cc3)nc2c(=O)[nH]1	108	101	108	101	-1	2	-5	103
Oc1ccc(Cl)cc1CNc1cccc2cccnc12	99	100	94	101	26	-8	-22	93
Cc1ccc(NC(=O)c2ccc(Cl)c(S(=O)(=O)N3CCCC3)c2)nc1	100	101	99	103	5	-6	2	105
CC(C)(C)C(=O)COC(=O)c1cccc(NC(=O)c2ccco2)c1	101	103	100	102	0	8	6	108
COc1cc(-c2nc(CN3CCN(c4ncccn4)CC3)c(C)o2)ccc1F	103	99	99	101	2	3	2	100
COc1ccc(S(=O)(=O)N2CCCCC2)cc1NC(=S)Nc1cccc(Cl)c1C	100	97	93	96	-1	-3	-4	96
Cc1cccc(C)c1NC(=O)CC(NCCc1ccccc1)C(=O)O (configuration not stated)	112	101	110	101	1	9	8	106
CCOC(=O)c1nnn2c1nc(N1CCCCC1)c1ccccc12	92	101	112	97	-4	-4	5	104
CN(C(=O)CSc1nc2ccccc2n1CCc1ccccc1)C1CCS(=O)(=O)C1 (configuration not stated)	105	95	92	98	24	-4	-24	89
CN1CCN(S(=O)(=O)c2ccc(Cl)c3ccccc23)CC1	97	101	103	103	2	3	-3	108
CCOC(=O)Cc1csc(NC(=O)C(C)(C)C)n1	106	99	100	104	-2	2	0	103
Cc1ccc(C(=O)N2CCN(S(=O)(=O)c3sc(C(=O)O)c(C)c3C(=O)O)CC2)s1	101	98	100	103	0	2	13	99
CCN(/N=C/c1cccs1)c1cc(=O)n(C)c(=O)[nH]1	100	100	100	98	8	3	3	100
Cc1ccc2[nH]c3c(c2c1)SC(C)(C)CC3=O	106	102	97	93	16	-18	-21	94
CCOc1ccc(C(=O)CN2CCN(S(=O)(=O)c3ccc(F)cc3)CC2)cc1	94	98	101	92	0	-6	-7	99
CCc1ccccc1NC(=O)CN1C(=O)c2ccccc2S1(=O)=O	102	103	92	89	-1	-1	-1	93
O=c1[nH]c2cc(Cl)ccc2n1-c1ccccc1	108	94	89	103	1	3	12	87
O=C(COC(=O)c1ccc([N+](=O)[O-])o1)NCCCc1ccccc1	98	98	124	99	0	7	14	109
Cc1ccc(C(=O)NC(=S)Nn2cnnc2)cc1	105	99	103	96	1	0	-26	103
O=C(Nc1ccc2c(c1)CCC2)Nc1ccc2c(c1)OCO2	100	105	101	86	85*	3	-22	97
COC(=O)Cc1[nH]c(=O)[nH]c1C(=O)OC	104	101	97	104	1	-3	4	108
Cc1cccc(-c2noc(CCC(=O)NCC3CCCO3)n2)c1 (configuration not stated)	102	104	105	102	-1	7	2	/
COc1ccccc1OCCCn1c(=O)oc2ccccc21	91	94	93	91	18	9	-4	93
CCOc1ccccc1N1CN(C2CCCCC2)CNC1=S	100	93	86	110	1	2	-2	101
C=CCn1c(SCc2cc(=O)n3cc(C)ccc3n2)nnc1-c1cccc(C)c1	100	104	94	93	5	4	8	100
O=C(NCc1ccc(Cl)c(Cl)c1)c1ccc2c(c1)OCO2	99	105	90	105	32	0	-9	99
COCCNC(=O)c1cc(Sc2nnc(C)s2)nc2ccccc12	101	98	92	103	6	-8	2	103
Cc1cc(=O)oc2cc(OCC(=O)OCC(=O)NCc3ccc4c(c3)OCO4)ccc12	100	90	92	91	5	5	2	91
Cc1ccc(S(=O)(=O)NC2=NCN(Cc3cccnc3)CN2)cc1	90	97	86	76	-1	8	-5	104
CC1=C(c2ccccc2)CCC1=O	103	99	88	105	-1	1	-1	97
Cn1c(CNC(=O)CNC(=O)c2ccccc2)cc(=O)n(C)c1=O	102	102	105	102	0	3	13	104
Cc1cc(C)c(NC(=O)CSc2nnc(-c3ccncc3)n2Cc2ccco2)c(Cl)c1	94	98	99	94	1	-16	-12	97
Cc1ccc(S(=O)(=O)NCC(=O)NCC(=O)N(C)Cc2ccc3ccccc3c2)cc1C	138	92	90	108	2	4	1	95
COc1cccc(NC(=O)/C=C/c2ccc(S(=O)(=O)N3CCOCC3)cc2)c1	92	90	85	91	12	-2	-14	95
NS(=O)(=O)c1ccc(CNc2nc(-c3cccnc3)nc3ccccc23)cc1	107	100	103	88	7	4	12	103
CCn1nc(C(=O)NCCc2ccc(S(N)(=O)=O)cc2)c2ccccc2c1=O	93	95	94	97	1	8	-1	97
CCn1nc(C(=O)NCc2ccco2)c(Cl)c1Cl	106	106	106	96	6	3	6	100
O=C(CN1C(=O)CSc2ncccc21)NCCN1CCOCC1	102	99	98	96	-1	-4	14	102
O=C(O)c1ccccc1C(=O)c1cccc2ccccc12	102	99	93	91	1	6	-3	88
Cc1cccc(OCC(=O)NCCNC(=O)c2cccnc2)c1	109	105	109	101	5	2	8	102

Next part
SMILES	MEP2-GFP yeast	RPL19A-GFP yeast	CIT2-GFP yeast	LAP4-GFP MLPCN	AHR act	proCasp3 act	procasp7 counter	AGP1 TOR yeast
CCNC(=O)C1=C(O)c2sccc2N(C)S1(=O)=O	99	99	89	100	-1	5	-6	97
N#C/C(=C\c1cn(CCOc2ccccc2)c2ccccc12)C(=O)NCC1CCCO1 (configuration not stated)	104	/	101	106	-5	-8	-28	96
COc1cc(CNn2nnnc2N)ccc1OCC(=O)NC(C)(C)C	107	106	104	119	-1	-9	-5	112
CCCN(CC(=O)Nc1ccccc1C)C(=O)c1cccc(-n2cnnn2)c1	106	105	107	105	-2	2	-2	107
CCNS(=O)(=O)c1ccc(CCC(=O)N2CCN(Cc3ccccc3)CC2)cc1	102	101	105	95	2	6	17	97
Cc1ccnc(N2CCC(C(=O)NCc3ccc(F)cc3)CC2)n1	86	95	90	82	2	0	-2	85
COc1ccc(S(=O)(=O)N2CCOCC2)cc1Br	100	101	106	101	0	-2	1	106
Cc1ccccc1N(CC(=O)NC1CCCCC1)C(=O)c1csnn1	91	99	98	98	0	2	-9	95
COc1ccc(NC(=O)CSCC(=O)Nc2ccc(S(=O)(=O)N3CCOCC3)cc2)cc1	102	105	106	114	4	14	-4	104
CC(=O)N1CCC(N(CCN2CCOCC2)C(=S)Nc2cc(C)cc(C)c2)CC1	111	109	104	107	-2	2	12	112
COc1ccccc1C(=O)Nc1ccc(N2CCN(C(C)=O)CC2)cc1	103	106	106	94	-6	8	-4	102
COc1ccc(CC(NC(C)=O)C(=O)NC2CCN(C(=O)Nc3ccc(C#N)cc3)CC2)cc1OC (configuration not stated)	103	99	106	101	0	1	0	103
COc1ccccc1NS(=O)(=O)c1ccc(C)c(C(=O)NCC(c2ccco2)N(C)C)c1 (configuration not stated)	104	99	99	111	8	5	0	108
COc1cc(/C=C2\SC(=S)N(NC(=O)c3ccccc3O)C2=O)ccc1O	101	101	106	95	1	-5	-18	101
O=C(Oc1ccc2c3c(c(=O)oc2c1)CCCC3)c1ccco1	87	/	95	111	-3	-4	2	88
CCC(C)[C@H](NC(=O)C1CC(=O)N(c2ccc3c(c2)OCCO3)C1)C(=O)NC1CCCC1 (some centres not stated)	97	105	108	98	1	6	11	109
CSc1c(CC(=O)NCCCO)n(Cc2ccccc2)c2ccccc12	108	105	103	95	1	3	6	100
COCCCNC(=O)CC(NS(=O)(=O)c1ccc(C)cc1)c1ccc(OC)cc1 (configuration not stated)	98	96	94	97	1	1	-10	101
COc1cccc2c1c(NC(=O)Nc1ccc(F)cc1F)nn2C	90	94	91	106	39	4	11	98
CN(C)C(=O)NC(NC(=S)Nc1ccccc1)C(Cl)(Cl)Cl (configuration not stated)	102	98	97	98	2	-6	-17	106
CN1CCN(C(=O)C2(NC(=O)Nc3cccc(F)c3)CCCCC2)CC1	101	100	98	102	1	13	15	98
CC(=O)Nc1ccc(S(=O)(=O)N2CCN(c3ncccn3)CC2)cc1	107	104	106	94	1	3	-2	104
Cc1ccccc1N1CC(C(=O)N2CCCCCC2)CC1=O (configuration not stated)	95	90	88	95	-1	12	4	95

Full records, looked up by structure. Screens in order: MEP2-GFP yeast, RPL19A-GFP yeast, CIT2-GFP yeast, LAP4-GFP MLPCN, AHR act, proCasp3 act, procasp7 counter, AGP1 TOR yeast
Listed for CCCN(CC(=O)Nc1ccccc1C)C(=O)c1cccc(-n2cnnn2)c1 : 106, 105, 107, 105, -2, 2, -2, 107
Listed for COc1ccc(NC(=O)CSCC(=O)Nc2ccc(S(=O)(=O)N3CCOCC3)cc2)cc1 : 102, 105, 106, 114, 4, 14, -4, 104
